pAkt inh: HTS Assay for Inhibitors of Akt Phophorylation: Primary Screen; Neuro2A IGF-stimulated pAkt S473 HTRF, 20 min; stronger effect = lower value; activity change, % for hits at 50 µM; 0.32% of 360,000 active; in the data active = activity change below about -80%; inconclusive = mostly about -51% to -80%; also: % is scaled to controls: 0 for no effect and ±100 for the full control effect
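Neuro2A cells in DMEM with 0.5% FBS, overnight at 37 deg C, given compound at single 50 µM final, then IGF (6 nM final) for 20 min at 37 deg C. Lysed; phospho-Akt Ser473 by HTRF after 24 h, 665/615 ratio.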
TGFb SMAD3 inh: qHTS for Inhibitors of TGF-b; HepG2 CAGA-GFP TGF-b/SMAD3 reporter, GFP fluorescence, 18 h; TGF-beta stimulated, 500 pg/mL final; Potency, µM (top dose mostly 46.1 µM), for inactives: top-dose activity, negative = inhibition, most hits filed as inhibitors; 1.2% of 410,000 active; also: potency is read from the fitted curve at half-maximal effect; % is scaled to controls: 0 for no effect and ±100 for the full control effect; nearly all actives have a fitted effect of over 65% in size
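Inhibition was scored as loss of TGF-beta-induced (500 pg/mL final, 18 hours, 37 degrees C) GFP in HEPG2 cells carrying a CAGA-GFP reporter, in DMEM with 1% FBS. Well GFP was summed per cell; Activity was normalised to unstimulated and stimulated DMSO wells, then concentration-response fitting.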
EPAC2 agonist: qHTS for Agonist of cAMP-regulated guanine nucleotide exchange factor 4 (EPAC2): primary screen; Rap guanine nucleotide exchange factor 4 (Homo sapiens), Q8WZA2; EPAC2 activation, biochemical qHTS; response scale: 100% = 6.5 mM cAMP response; Potency, µM (top dose mostly 154 µM), without a hit: at the top dose activation, hits mostly activators; 0.079% of 360,000 active; also: potency is read from the fitted curve at half-maximal effect; nearly all actives have a fitted effect of over 50% in size
Target sequence (Q8WZA2 whole entry, looked up): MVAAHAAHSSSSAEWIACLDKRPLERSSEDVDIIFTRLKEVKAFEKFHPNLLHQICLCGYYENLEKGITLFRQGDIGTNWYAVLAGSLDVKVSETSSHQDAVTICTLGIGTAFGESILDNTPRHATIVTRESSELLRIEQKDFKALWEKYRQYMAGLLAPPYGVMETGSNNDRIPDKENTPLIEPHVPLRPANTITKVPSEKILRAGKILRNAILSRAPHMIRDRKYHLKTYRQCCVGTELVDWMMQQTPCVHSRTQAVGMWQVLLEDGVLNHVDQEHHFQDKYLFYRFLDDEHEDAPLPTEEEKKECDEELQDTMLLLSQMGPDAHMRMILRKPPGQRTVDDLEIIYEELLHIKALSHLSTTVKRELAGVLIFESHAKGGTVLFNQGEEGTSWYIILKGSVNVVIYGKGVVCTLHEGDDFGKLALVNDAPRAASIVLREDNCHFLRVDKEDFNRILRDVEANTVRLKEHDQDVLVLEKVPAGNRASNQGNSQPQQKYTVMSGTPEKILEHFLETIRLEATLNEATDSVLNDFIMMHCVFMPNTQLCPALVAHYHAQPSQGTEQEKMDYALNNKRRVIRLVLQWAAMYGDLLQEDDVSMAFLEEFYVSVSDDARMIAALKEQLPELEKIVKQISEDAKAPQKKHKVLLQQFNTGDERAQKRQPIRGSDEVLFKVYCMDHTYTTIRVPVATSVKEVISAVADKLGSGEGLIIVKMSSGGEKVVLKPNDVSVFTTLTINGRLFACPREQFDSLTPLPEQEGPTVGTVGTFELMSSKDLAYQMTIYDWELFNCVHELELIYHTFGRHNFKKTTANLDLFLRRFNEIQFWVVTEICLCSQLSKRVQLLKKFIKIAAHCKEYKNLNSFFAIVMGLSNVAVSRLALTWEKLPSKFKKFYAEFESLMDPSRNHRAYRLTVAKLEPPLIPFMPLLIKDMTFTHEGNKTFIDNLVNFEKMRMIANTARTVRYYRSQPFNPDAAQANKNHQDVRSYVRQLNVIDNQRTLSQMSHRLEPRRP
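Compounds were added across a concentration range to EPAC2 (100 nM), RAP1B-BODIPY-GDP (250 nM) and GDP (50 uM). After 5 min at room temperature, fluorescence was recorded at 5-min intervals for 30 min.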
A549 viability: Nrf2 qHTS screen for inhibitors: counterscreen for cytotoxicity; A549 ARE-Fluc cells, CellTiter-Fluor viability, 18-24 h; Potency, µM (series often up to 46 µM), for the others: top-dose activity change, negative = cytotoxicity, actives largely listed as inhibitors; 0.16% of 390,000 active; also: potency is read from the fitted curve at half-maximal effect; % is scaled to controls: 0 for no effect and ±100 for the full control effect
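A549 ARE-Fluc cells in 5% FBS OPTI-MEM, 5000 cells/well, rested 2 h then exposed to compounds in concentration-response for 18-24 h at 37 °C. Viability by CellTiter-Fluor fluorescence (Ex 405/Em 525) after 30 min; luciferase luminescence (BugLite, 15 min, RT) read afterwards.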
Nrf2 ARE act: qHTS of Nrf2 Activators; AREc32 ARE-luciferase reporter (MCF7-derived line), luminescence, 24 h; 0.31% of 410,000 active; Potency, µM (series often up to 46.1 µM), without a hit: at the top dose activation, most hits filed as activators; also: potency is read from the fitted curve at half-maximal effect; % of control where 0% means no effect; nearly all actives have a fitted effect of over 65% in size
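Cells of the AREc32 ARE-luciferase line are plated in OPTI-MEM containing 5% FBS and left overnight at 37 deg C. Compounds are pinned in, incubation continues 24 hr, and firefly luciferase signal is then measured.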
EPAC2 antag: qHTS for Antagonist of cAMP-regulated guanine nucleotide exchange factor 2 (EPAC2): primary screen. Rap guanine nucleotide exchange factor 4 (Homo sapiens), Q8WZA2. 0.18% of 360,000 active. EPAC2 GEF exchange of Rap1B-BODIPY-GDP, fluorescence. Potency, µM (series often up to 114 µM), for inactives: top-dose activity, negative = inhibition, actives largely listed as inhibitors. AID 720708, 2013; also: potency is read from the fitted curve at half-maximal effect; % is scaled to controls: 0 for no effect and ±100 for the full control effect; nearly all actives have a fitted effect of over 45% in size; many of its hits are not listed in these tables
CCT modulator: High-Throughput Screening for Modulators of Cytosolic Chaperonin Activity; purified chaperonin ATPase assay, HTRF ADP detection, 30 min; 0.3% of 360,000 active; activity change, % (test concentration not listed), hits read low; in the data active = activity change below about -30%; also: % is scaled to controls: 0 for no effect and ±100 for the full control effect
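Enzyme 40 or 20 nM (batch-dependent) in Tris pH 7.4/KCl/MgCl2/DTT; cpd 76 uM single point; ATP 10 uM; 30 min 37 °C; Transcreener ADP HTRF detection, 30 min RT; ratio 665/615.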
MmCpn inh: Inhibitors of TCP-1 ring complex (TRiC) of Methanococcus maripaludis (MmCpn): qHTS | Potency, µM (highest dose often 76.9 µM), for the others: top-dose activity, negative = inhibition, most hits filed as inhibitors | 0.031% of 330,000 active | purified Mm-Cpn ATPase, ADP Transcreener TR-FRET | Chaperonin Mm-Cpn (Methanococcus maripaludis) | AID 504842, 2011; also: potency is read from the fitted curve at half-maximal effect; % is scaled to controls: 0 for no effect and ±100 for the full control effect; nearly all actives have a fitted effect of over 80% in size
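Purified archaeal chaperonin (25 nM final) was preincubated with compound for 10 min at 37°C, then ATP (10 uM final) was added for 30 min at 37°C in Tris pH 7.4/KCl/MgCl2/DTT buffer. ADP was quantified by HTRF Transcreener TR-FRET.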
Nrf2 block: Nrf2 qHTS screen for inhibitors. 2.1% of 360,000 active. A549 ARE-Fluc reporter, luciferase luminescence, 18-24 h. Potency, µM (highest dose often 46 µM), without a hit: at the top dose activity change, negative = inhibition, actives largely listed as inhibitors; also: potency is read from the fitted curve at half-maximal effect; % is scaled to controls: 0 for no effect and ±100 for the full control effect; nearly all actives have a fitted effect of over 60% in size
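Reporter: ARE-Fluc in A549. Exposure: 18-24 h, 37 °C, 5% CO2, 5% FBS OPTI-MEM. Readouts: fluorescent cytotoxicity (CellTiter-Fluor), then luminescent Nrf2 signal after BugLite.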
Numbers without * were called inactive; i = inactive; ? = inconclusive; / = no result given; [ ] = remark or other dose. Unless noted, calls follow the shape of the dose curve; as a rule, active = well fitted curve in the direction sought with a large enough effect; inconclusive = small, poorly fitted or top-dose-only effect, or another doubt; inactive = no such curve, though single readings can be large; an effect the other way counts as inactive or inconclusive.

Below each compound – CCT modulator	Nrf2 block	MmCpn inh	pAkt inh	A549 viability	EPAC2 antag	EPAC2 agonist	TGFb SMAD3 inh	Nrf2 ARE act
- Cc1c(C(=O)N2CCCCC2)oc2ccccc12
    -1.5	?	3%	i	2%	13%	3%	9%	0.7%
- O=C(CCCCCCCCC(=O)N1CCCCC1)N1CCCCC1
    0.9	?	/	i	0%	0%	-4%	-26%	-0.6%
- CCCCOc1ncnc2c1[nH]c1ccc(OC)cc12
    0.0	/	1%	i	-8%	4%	3%	20%	2.1%
- CS(=O)(=O)N(CC(=O)Nc1ccc2c(c1)OCCO2)c1ccc2c(c1)OCO2
    -3.2	/	4%	i	-1%	-3%	11%	28%	-0.3%
- CCn1nc(C)cc1C(=O)N1CCCC(C(=O)c2cccc(OC)c2)C1 (stereo not drawn)
    -1.7	?	-3%	i	-2%	1%	2%	0%	-0.2%
- COc1cc(C(C(=O)NC2CCCC2)N(C(=O)Cc2cccs2)C2CC2)cc(OC)c1OC (stereo not drawn)
    -1.3	-9%	1%	i	-2%	8%	7%	-10%	0.0%
- NC(=O)c1ccsc1NC(=O)COC(=O)c1ccc(Cl)cc1
    1.5	5%	-22%	i	3%	44%[activator]	1%	-9%	0.4%
- C=CCc1c(C)nc(SCc2ccccc2)[nH]c1=O
    -1.8	2%	-3%	i	0%	0%	6%	-19%	2.8%
- CC(C)c1ccc(S(=O)(=O)N2CCN(C(C)C(=O)Nc3ccccc3-c3ccccc3)CC2)cc1 (stereo not drawn)
    -1.1	2%	-4%	i	3%	-8%	5%	-10%	0.1%
- Cn1cc(CNC(=O)CC2C(=O)NCCN2CC(C)(C)C)cn1 (stereo not drawn)
    0.4	23%	-3%	i	11%	3%	5%	-17%	-0.7%
- COc1cc(C(C(=O)NC2CCCC2)N(C(=O)c2snc(C(N)=O)c2N)c2ccccc2)cc(OC)c1OC (stereo not drawn)
    -0.2	-19%	-1%	i	-18%	43%[activator]	-11%	14%	-0.1%
- COc1ccc(-c2csc(NC(=O)CN3C(=O)CCC3=O)n2)cc1
    1.4	-4%	-1%	i	-1%	-6%	-6%	12%	0.1%
- O=C(COc1ccc(/C=C2/NC(=O)NC2=O)cc1)Nc1ccc(F)cc1
    0.3	-15%	-3%	i	4%	0%	-5%	1%	-0.4%
- CCO[C@H]1OC(C(=O)O)=C[C@@H](c2csc3ccccc23)[C@@H]1CCCO
    -2.1	0%	/	i	-4%	1%	-3%	2%	-1.1%
- C=CCC1(/C=N/O)CCOC(C)(C)C1 (stereo not drawn)
    0.2	9%	-1%	i	0%	3%	8%	-9%	0.3%
- CCN1N=C(c2ccccc2)Cn2c1nc1ccccc12
    -1.2	/	-4%	-107%*	5%	9%	-1%	19%	21%
- N#CC(c1ccc(Cl)cc1)c1ncc(C(F)(F)F)cc1Cl (stereo not drawn)
    -1.3	3%	0%	i	/	-11%	13%	2%	-0.3%
- O=C(COc1ccc(Cl)cc1Br)NC(=O)NCc1ccccc1
    -1.0	?	-1%	i	0%	-4%	-6%	-19%	0.2%
- CCc1c(C)nc2nncn2c1NCc1ccccc1
    /	?	/	/	-2%	/	/	?	0.6%
- O=C(Nc1cc(Cl)ccc1Cl)C1CC(=O)N(c2ccc(Br)cc2)C1 (stereo not drawn)
    0.0	?	0%	i	-20%	-2%	4%	-6%	-0.3%
- CCc1ccccc1NC(=O)c1nn(-c2ccc(C)cc2)c(=O)c2c1c1ccccc1n2C
    /	4%	/	/	1%	/	/	-10%	4.6%
- O=S(=O)(Nc1ccc(N2CCOCC2)cc1)c1cccs1
    -1.4	11%	-3%	i	18%	2%	0%	-11%	0.1%
- COc1ccc(Oc2c(O)c3ccccc3n(C)c2=O)cc1
    0.5	6%	-2%	i	0%	-5%	0%	2%	2.2%
- CCN(CC(=O)Nc1c(F)cccc1F)C(=O)c1ccc(N2CCOCC2)c([N+](=O)[O-])c1
    0.2	-18%	-2%	i	1%	7%	1%	-16%	0.4%
- CC1(C)OC(=CC=Nc2ccc(Cl)cc2)OC1(C)C
    -1.4	0%	3%	i	-3%	3%	2%	12%	8.3%
- O=C(c1ccc(Br)cc1)c1cc([N+](=O)[O-])ccc1N1CCOCC1
    1.0	-11%	-29%	i	-4%	-10%[57.1 µM]	21%	?	-0.7%
- CN(C(=O)CN1C(=O)NC2(CCc3ccccc32)C1=O)C1CCS(=O)(=O)C1 (stereo not drawn)
    0.3	8%	1%	i	-1%	-7%	7%	-5%	-0.4%
- COc1ccc(C(C)NC(=S)NC2CCCC2)cc1OC (stereo not drawn)
    -0.5	0%	-1%	i	-4%	14%	2%	-23%	0.4%
- CC(=O)N[C@@H]1c2c(ccc3ccccc23)OC[C@@H]1COC(C)=O
    1.0	17%	-1%	i	1%	8%	7%	6%	-0.5%
- CCc1cc(=O)n2[nH]c(-c3ccccc3)c(-c3ccccc3)c2n1
    -1.3	-12%	-2%	i	-13%	-3%	0%	-14%	-1.3%
- Cc1c(OCc2ccccc2)c(=O)ccn1Cc1ccc(F)cc1
    0.8	4%	-1%	i	-6%	-11%	4%	?	0.4%
- O=C(CC1C(=O)NC2CCCCC2N1C(=O)c1ccc([N+](=O)[O-])cc1)Nc1ccccc1 (stereo not drawn)
    -1.8	-6%	-1%	i	-3%	-4%	3%	-8%	6.4%
- CC(=O)Nc1ccccc1-c1nnc(SCc2ccccc2Cl)[nH]c1=O
    -4.4	15%	0%	/	-5%	6%	0%	-14%	0.1%
- CCc1ccc(NC2=CC(=O)C(=O)c3ccccc32)cc1
    1.7	?	-3%	i	?	-8%	0%	2µM*	-2.4%
- COc1cc(CNCCCN2CCOCC2)cc(Cl)c1OCC(=O)NC(C)(C)C
    -2.0	2%	1%	i	-2%	4%	12%	0%	0.1%
- Cc1oc(-c2ccc(Cl)cc2)cc1C(=O)N1CCC1(C)C(=O)O (stereo not drawn)
    0.5	/	/	i	/	8%	5%	27%	0.5%
- CS(=O)(=O)c1ccc(-c2nnc(NC(=O)c3ccco3)o2)cc1
    0.2	7%	1%	i	-5%	6%	7%	-2%	2.7%
- CC(=O)C1=C(C)OC(N)=C(C#N)C1c1ccco1 (stereo not drawn)
    0.9	14%	-1%	i	-4%	-7%	-2%	-9%	8.4%
- CCOC(=O)N1CCC(=NNc2ccc(S(N)(=O)=O)cc2[N+](=O)[O-])CC1
    0.0	-13%	1%	i	-4%	6%	-10%	8%	-0.3%
- CCOC(=O)CCCCC(=O)c1[nH]c(=O)[nH]c1CSc1nnc2c3ccccc3n(C(C)C)c2n1
    1.1	4%	4%	i	-1%	-1%	-13%	0%	-0.7%[9.22 µM]
- COC(=O)c1cc(OC)c(OC)cc1NC(=O)c1cccc(OC)c1OC
    0.8	?	-1%	i	-7%	0%	5%	2%	0.2%[9.22 µM]
- COc1ccccc1CN1CC(C(=O)N(C)CCCn2nc(C)cc2C)CCC1=O (stereo not drawn)
    -0.9	-2%	0%	i	6%	3%	-4%	2%	-0.7%
- CC1CCc2c(nc3nc[nH]n3c2=O)C1 (stereo not drawn)
    -1.0	23%	0%	-102%*	-5%	-2%	-4%	6%	-0.5%
- COc1ccc(Cn2c(CCC(=O)NCc3cccc(Cl)c3)nc3cccnc32)cc1
    /	8%	/	/	1%	/	/	?	3.7%
- O=C(NCC(F)(F)F)c1ccc(S(=O)(=O)NCCc2ccc3c(c2)OCCO3)cc1
    -0.5	/	/	i	/	2%	7%	-4%	4.4%
- S=C(NC1CCCC1)N1CCN(c2ccccn2)CC1
    -8.3	0%	2%	i	13%	0%	-2%	1%	-0.3%
- Cc1ccc(COc2ccc3c(c2)OCO3)cc1
    2.2	?	-5%	i	-3%	-16%	8%	1%	0.6%
- CC(C)(C)c1ccc(C(=O)/C=C2\NC(=O)CS2)cc1
    -4.9	/	0%	i	-14%	-1%	-6%	12%	-0.1%
- CCc1nc2ccccc2n1CCCCOc1ccc(C)cc1
    /	-17%	/	/	13%	/	/	?	2.7%
- Nn1c(SCC(=O)NCCCc2ccccc2)nnc1-c1cccnc1
    1.2	-7%	-4%	i	0%	-1%	-6%	-11%	-0.4%
- O=C(O)CSc1cc(NS(=O)(=O)c2cccc([N+](=O)[O-])c2)c2ccccc2c1O
    0.1	?	-6%	i	?	?	112µM*	10µM*	-3.0%
- CCOc1cc(C(=O)NN=C2CCCC2)cc(OCC)c1OCC
    -0.4	-1%	-1%	i	3%	-2%	-9%	?	-0.6%
- CCN(C[C@H]1N[C@@](Cc2ccccc2)(C(=O)OC)[C@H]2C(=O)N(Cc3ccccc3)C(=O)[C@@H]12)S(=O)(=O)c1ccc(C(C)(C)C)cc1
    -0.5	-5%	3%	i	-4%	-6%	1%	-10%	0.3%

One compound at a time (already shown). Values in the order: CCT modulator	Nrf2 block	MmCpn inh	pAkt inh	A549 viability	EPAC2 antag	EPAC2 agonist	TGFb SMAD3 inh	Nrf2 ARE act
CC(C)(C)c1ccc(C(=O)/C=C2\NC(=O)CS2)cc1 in the list: -4.9	/	0%	i	-14%	-1%	-6%	12%	-0.1%
Nn1c(SCC(=O)NCCCc2ccccc2)nnc1-c1cccnc1 in the list: 1.2	-7%	-4%	i	0%	-1%	-6%	-11%	-0.4%

These rows are one share of the data. The share of hits here may be higher or lower than overall.
